# RGS7-Gao: human RGS7-Galphao interaction regulation. P09471. Multiplexed bead flow cytometry, RGS7-Galphao binding; actives lie on both sides. binding response (% of control), % at 10 µM. hit rate 0.35% among 220,000; in the data active means binding response below about 49% or above about 150%; inconclusive means no clear call, values can overlap the other calls; inactive means in between;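 further: fluorescent Galphao held in activated GDP-AlF4 state binding bead-coupled RGS7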
# Target sequence (P09471 whole entry, looked up): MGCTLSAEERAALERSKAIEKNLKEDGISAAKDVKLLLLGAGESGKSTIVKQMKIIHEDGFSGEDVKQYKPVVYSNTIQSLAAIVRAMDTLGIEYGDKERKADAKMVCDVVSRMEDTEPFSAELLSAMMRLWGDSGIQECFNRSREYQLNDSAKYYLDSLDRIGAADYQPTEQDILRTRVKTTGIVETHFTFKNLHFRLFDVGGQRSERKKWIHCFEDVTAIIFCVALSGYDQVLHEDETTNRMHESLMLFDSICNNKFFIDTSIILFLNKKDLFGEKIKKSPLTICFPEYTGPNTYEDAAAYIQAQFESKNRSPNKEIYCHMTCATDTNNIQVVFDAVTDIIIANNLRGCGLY
# Bim-Bcl-2: inhibitors of Bim-Bcl-2 interaction, human; P10415; Bead-based flow cytometry, Bim peptide-Bcl-2 binding; inhibition, % at 10 µM; hit rate 0.06% among 190,000; AID 950; in the data active means inhibition above about 40%; inconclusive means no clear call, values can overlap the other calls;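 further: 0% = no compound wells with probe peptide and 100% = reference peptide inhibitor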
# Bim-Mcl-1: inhibitors of Bim-Mcl-1 interaction, human; hit rate 0.1% among 190,000; AID 1009; Q07820; Bead-based flow cytometry, Bim peptide-Mcl-1 binding; inhibition, % at 10 µM;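 further: 0% = no compound tracer wells and 100% = peptide blocker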
# Mcl1-Bid inh: Mcl-1/Bid interaction inhibition | AID 1021 | inhibition, % at 21.7 µM | Q07820 | hit rate 0.97% among 220,000 | TR-FRET Mcl-1/Bid-Dy647 peptide binding, 1536-well;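 active means compounds that cut the binding signal by more than half at the single screening dose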;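 further: His-tagged Mcl-1 with europium anti-His antibody binding Bid BH3 peptide; 0% = Mcl-1 plus peptide wells and 100% = peptide-only wells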
# Bcl-XL Bim block: human Bim-Bcl-XL interaction inhibition | Q07817 | Bim peptide-Bcl-XL binding, bead flow cytometry, fluorescence | inhibition, % at 10 µM | hit rate 0.04% among 190,000
# Target sequence (Q07817 whole entry, looked up): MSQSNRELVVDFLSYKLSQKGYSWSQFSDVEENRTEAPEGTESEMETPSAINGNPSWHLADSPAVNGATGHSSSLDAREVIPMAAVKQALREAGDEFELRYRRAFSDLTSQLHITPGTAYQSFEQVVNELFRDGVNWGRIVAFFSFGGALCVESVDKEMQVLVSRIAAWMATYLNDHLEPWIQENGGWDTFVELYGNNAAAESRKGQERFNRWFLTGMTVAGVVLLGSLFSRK
# RGS8-Gao: human RGS8-Galphao interaction regulation; response (percent of control binding), % at 10 µM; P09471; AID 1423; multiplexed bead flow cytometry, RGS8-Galphao binding; actives lie on both sides; hit rate 0.34% among 220,000; in the data active means response below about 60% or above about 140%; inactive means in between;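 further: Galphao activated as the GDP aluminium fluoride complex binding bead-coupled RGS8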
# RGS4-Gao reg: modulates binding of RGS4 to human Galphao; P09471; AID 1415; Multiplexed bead flow cytometry; actives lie on both sides; binding response (% of control), % at 10 µM; hit rate 0.33% among 220,000; in the data active means binding response below about 49% or above about 150%; inactive means in between;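 further: fluorescent Galphao activated with aluminum fluoride binding bead-coupled RGS4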
# Bim-Bcl-W: human Bim-Bcl-W interaction inhibition | AID 952 | hit rate 0.02% among 190,000 | inhibition, % at 10 µM | bead-based flow cytometry, Bim peptide-Bcl-W binding | Q92843;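 further: 0% = bound tracer without compound and 100% = peptide blocker; higher means less fluorescent Bim peptide bound to Bcl-W beads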
# Target sequence (Q92843 whole entry, looked up): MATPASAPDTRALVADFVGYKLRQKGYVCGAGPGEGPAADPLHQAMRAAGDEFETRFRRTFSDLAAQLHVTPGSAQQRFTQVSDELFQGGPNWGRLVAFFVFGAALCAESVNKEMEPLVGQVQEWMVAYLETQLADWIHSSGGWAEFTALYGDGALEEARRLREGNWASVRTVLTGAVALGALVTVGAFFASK
# GSH fluor: compound fluoresces at 488/530 nm on GSH beads; AID 1776; GSH beads flow cytometry, compound fluorescence 488/530 nm; hits give high values; fluorescence (KMESF) at 10 µM; hit rate 0.25% among 190,000; in the data active means fluorescence above about 89;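 further: glutathione beads carrying GST-tagged Bcl family fusion proteins plus one bare bead set; values are compound well signal with DMSO vehicle wells as background; inactives centre near 16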
# Bim-Bcl-B: human Bim-Bcl-B interaction inhibition. AID 951. inhibition, % at 10 µM. hit rate 0.073% among 190,000. Q9HD36. bead-based flow cytometry, Bim peptide-Bcl-B binding;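 further: 0% = tracer peptide without compound and 100% = reference inhibitor peptide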
# Target sequence (Q9HD36 whole entry, looked up): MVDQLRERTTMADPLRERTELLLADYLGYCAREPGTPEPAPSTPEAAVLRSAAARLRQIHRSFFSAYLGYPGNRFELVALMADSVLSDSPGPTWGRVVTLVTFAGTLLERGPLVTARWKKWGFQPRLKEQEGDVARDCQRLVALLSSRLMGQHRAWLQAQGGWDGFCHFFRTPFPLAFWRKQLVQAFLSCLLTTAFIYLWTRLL
# Bfl-1 Bim block: human Bim-Bfl-1 interaction inhibition; Q16548; Bead-based flow cytometry, Bim-Bfl-1 binding inhibition; inhibition, % at 10 µM; hit rate 0.12% among 190,000; AID 1008;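 further: 0% = wells without compound plus tracer and 100% = blocker peptide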
# Numbers without * were called inactive; u = inconclusive. Unless noted, no stated cut-off is given here; in the data, active means inhibition above about 40%.
# Order of results: RGS7-Gao, Bim-Bcl-2, Bim-Mcl-1, Mcl1-Bid inh, Bcl-XL Bim block, RGS8-Gao, RGS4-Gao reg, Bim-Bcl-W, GSH fluor, Bim-Bcl-B, Bfl-1 Bim block
COc1ccc(C2SCCN2C(=O)c2ccc([N+](=O)[O-])cc2)cc1 (configuration not stated)
    105.4, -4.0, 1.0, -1.8, -3.0, 102.0, 103.4, -2.0, 13, -2.0, -6.0
CCn1nc(C)c(CNC(=O)Nc2ccccc2C(=O)OC)c1C
    107.6, -4.0, -4.0, 4.5, 0.0, 105.0, 93.3, -3.0, 17, -3.0, -14.0
O=C(CSc1nc2ccccc2s1)Nc1ccc2c(c1)oc1ccccc12
    102.3, -5.0, -4.0, -35.7, -5.0, 101.6, 102.8, -1.0, 5, -6.0, 0.0
COc1ccc(NCc2nnc(SCc3ccc(Cl)cc3)n2-c2ccccc2)cc1
    101.8, 1.0, -1.0, -7.4, 0.0, 95.7, 96.1, -1.0, 18, -6.0, 1.0
COc1ccc(NC(=O)COC(=O)/C=C/c2ccccc2[N+](=O)[O-])cc1OC
    99.5, -4.0, -2.0, -6.0, -5.0, 99.4, 99.2, -3.0, 11, -9.0, -14.0
Cc1nc2ccccc2c(=O)n1/N=C/c1cn(-c2ccccc2)nc1-c1cccs1
    106.0, -7.0, -2.0, 3.9, -4.0, 101.4, 102.3, 0.0, 4, -6.0, -9.0
CCC(=O)Nc1cccc(NC(=O)CN2CCN(c3ccccc3OC)CC2)c1
    99.6, -6.0, 0.0, -36.8, -2.0, 100.6, 110.1, 1.0, 38, -6.0, -10.0
Cc1ccc(N/N=C(\C#N)C(N)=S)c(C)c1
    105.7, 0.0, -6.0, 15.1, -12.0, 88.3, 83.0, -6.0, 24, -11.0, 1.0
COc1ccc(NC(=O)Nc2ccc(F)c(Cl)c2)cc1
    102.0, -2.0, 0.0, -6.8, -2.0, 99.8, 101.7, -1.0, 16, -2.0, -6.0
Cc1cc(C(=O)COc2ncnc3sccc23)c(C)n1C
    99.2, -7.0, -1.0, -98.5, 6.0, 100.0, 97.1, 5.0, 46, -4.0, -9.0
O=C(CSc1nnc(CCCN2C(=O)c3cccc4cccc(c34)C2=O)n1-c1ccccc1)N1CCN(CCO)CC1
    104.4, 0.0, 0.0, -12.1, -2.0, 106.4, 102.7, 0.0, 9, 0.0, 0.0
Cc1sc(NC(=O)c2ccco2)c(C(c2ccccc2)N2CCC(C)CC2)c1C (configuration not stated)
    102.0, -3.0, 0.0, -24.7, -3.0, 106.8, 100.9, 0.0, 11, -3.0, -5.0
O=C1NC(=O)C2(COC(c3cccnc3)OC2)S1 (configuration not stated)
    99.7, -2.0, -3.0, 14.6, -4.0, 100.6, 101.8, -3.0, 7, -4.0, -1.0
Cc1nnc(SC(C)C(=O)N2CCc3ccccc32)s1 (configuration not stated)
    98.2, -4.0, 0.0, -21.2, -1.0, 91.4, 102.5, 0.0, 17, 0.0, -1.0
O=c1[nH]c2cccc(Cl)c2n(CCNc2ncc(C(F)(F)F)cc2Cl)c1=O
    101.5, -2.0, 2.0, -0.7, -3.0, 101.1, 102.3, 0.0, 12, 1.0, -2.0
CCOc1ccccc1CN1CCN(CCCn2cccn2)CC1CCO (configuration not stated)
    105.6, -7.0, -5.0, -18.3, -4.0, 102.9, 103.7, -8.0, 15, -8.0, -9.0
COc1ccc(NC(=O)C(c2ccc(OC)cc2)N(C)C(=O)CNC(C)=O)cc1 (configuration not stated)
    100.4, -3.0, 0.0, -1.7, -1.0, 98.5, 96.7, -2.0, 23, 0.0, -4.0
Nc1nc(SCc2ccccc2)ns1
    113.1, -7.0, -5.0, -5.1, -6.0, 96.2, 98.2, -2.0, 31, -22.0, -8.0
Nc1cc2nsnc2cc1Br
    92.2, 2.0, 0.0, -44.1, 0.0, 91.4, 92.4, 2.0, 10, -2.0, 7.0
O=S(=O)(/N=C(/Nc1ccc(F)c(F)c1F)c1ccccc1)c1ccccc1
    102.3, -6.0, -2.0, -18.7, -3.0, 102.3, 107.4, 0.0, 5, -3.0, -1.0
CC(=O)c1c(C)[nH]c(C(=O)COc2cc(C)cc(C)c2)c1C
    98.4, -5.0, -3.0, 4.8, -4.0, 95.8, 97.1, -5.0, 25, -3.0, -1.0
Cc1cc(NC(=O)c2ccccc2)sc1C
    99.6, -5.0, -7.0, -36.0, 2.0, 97.1, 101.0, -2.0, 18, -7.0, 0.0
FC(F)(F)c1cccc(Cc2noc(CN3CCCCC3c3ccccn3)n2)c1 (configuration not stated)
    100.1, -7.0, -3.0, -10.0, -6.0, 100.7, 102.2, -2.0, 54, -4.0, -13.0
O=C(NCCCN1CCC(Cc2ccccc2)CC1)C1CCN(S(=O)(=O)N2CCC3(CC2)OCCO3)CC1
    u, -2.0, -2.0, -11.2, -4.0, 99.6, 98.9, -1.0, 19, -3.0, -4.0
O=S(=O)(Cc1ccccc1Cl)N1CCN(Cc2ccc3c(c2)OCO3)CC1
    91.5, -3.0, -2.0, -28.0, -2.0, 95.9, 94.3, -3.0, 19, -4.0, -2.0
CC(=O)c1c(C)[nH]c(C(=O)COC(=O)c2ccc3c(=O)n4c(nc3c2)CCC4)c1C
    98.8, -6.0, 0.0, -23.2, -7.0, 101.4, 101.2, -3.0, 10, 0.0, -1.0
Cc1sc2cc(-c3cccc([N+](=O)[O-])c3)c(-c3cccc([N+](=O)[O-])c3)c[n+]2c1C
    103.3, -7.0, -1.0, 12.4, -6.0, 104.6, 101.7, -2.0, 13, -10.0, -14.0
CC1CCCCC1NC(=O)CN1C(=O)CSc2cc(S(=O)(=O)N3CCCCCC3)ccc21 (configuration not stated)
    102.9, -4.0, -5.0, 2.7, -3.0, 103.9, 101.2, -1.0, 22, -3.0, -2.0
COC(=O)c1cc(Cl)c(N)cc1OC
    100.7, 0.0, -5.0, -2.4, -6.0, 96.8, 102.5, -7.0, 30, -5.0, -4.0
CSc1nc2[nH]c3c(c2c2nnnn12)CCCC3
    99.2, -3.0, 0.0, -2.4, 3.0, 101.0, 100.5, 0.0, 13, 2.0, 0.0
Cc1cc(C)n(-c2nc3c(c(=O)[nH]c(=O)n3C)n2CC(O)COc2ccccc2)n1 (configuration not stated)
    99.1, -5.0, -3.0, -34.2, -4.0, 102.6, 100.8, -6.0, 30, -10.0, -19.0
CCOC(=O)c1ccccc1NC(=O)c1cccc2c1C(=O)N(C1CCN(C(=O)OCC)CC1)C2
    97.7, -5.0, 1.0, -9.0, -2.0, 98.8, 102.0, 1.0, 21, -4.0, -8.0
Cc1ccc(S(=O)(=O)N(C)C)cc1NC(=S)NC(C)CCCC(C)C (configuration not stated)
    106.2, -5.0, -2.0, -67.6, -6.0, 105.2, 101.9, -2.0, 13, -4.0, -3.0
C[C@@H]1CN(C2CCN(Cc3nc(CC4CC4)no3)CC2)C[C@H](C)O1
    105.0, 4.0, 2.0, 10.1, 1.0, 121.3, 106.9, 3.0, 11, 2.0, 4.0
COc1cc(-c2nnn(CC(=O)NC3CCS(=O)(=O)C3)n2)ccc1OCc1ccccc1 (configuration not stated)
    102.4, -8.0, -1.0, -17.8, -3.0, 101.3, 106.1, -1.0, 60, -8.0, -13.0
COc1cc(NC(=O)CCCSc2nc(-c3ccco3)cc(C(F)(F)F)n2)cc(OC)c1OC
    99.8, -7.0, -4.0, -11.0, -4.0, 102.7, 97.5, -5.0, 17, -11.0, 1.0
N=C1C(c2ccccc2)=C(O)CN1c1ccccc1N1CCOCC1
    114.1, 0.0, 0.0, -119.4, -2.0, 104.2, 108.0, -1.0, 7, 0.0, 1.0
CCn1c(COc2ccc3c(c2)OCO3)nnc1SCC(=O)O
    100.1, 0.0, 0.0, -0.2, 2.0, 112.0, 104.8, 0.0, 11, 1.0, 7.0
CN(C1CCCCC1)S(=O)(=O)c1ccc(Cl)c(C(=O)O)c1
    100.0, -6.0, -5.0, 18.1, -4.0, 95.8, 100.9, -4.0, 42, -5.0, -4.0
COC(=O)Nc1ccc(S(=O)(=O)N2CCCC(C(=O)NC3CCCCC3)C2)cc1 (configuration not stated)
    93.1, 0.0, 2.0, -21.0, -2.0, 98.5, 101.9, -2.0, 10, -2.0, -4.0
Cc1ccc2c(CC(=O)NC3CCCc4ccccc43)coc2c1 (configuration not stated)
    102.4, -8.0, -3.0, -37.1, -6.0, 102.2, 102.5, -4.0, 16, -7.0, -14.0
COc1cccc(N(C(=O)c2cccs2)c2nc3ccccc3s2)c1
    92.6, -1.0, 0.0, -2.5, -13.0, 94.0, 92.5, 1.0, 52, 0.0, 3.0
COc1ccc(N2CCN(C(C)C(=O)N3CC(C)OC(C)C3)CC2)cc1 (configuration not stated)
    99.7, 0.0, -1.0, -21.6, -5.0, 99.1, 102.2, -4.0, 13, -3.0, -8.0
Cc1cccc(NC(=O)CN2C(=O)S/C(=C\c3ccc(-c4cccc(C(=O)O)c4C)o3)C2=O)c1
    97.5, -1.0, 0.0, -18.0, -2.0, 101.6, 100.7, 0.0, 14, -1.0, -1.0
CCOC(=O)C1CCCN(C(=O)CNS(=O)(=O)c2ccc(Br)s2)C1 (configuration not stated)
    99.3, -12.0, -4.0, -3.0, -11.0, 100.6, 100.5, -6.0, 23, -9.0, -22.0
CCc1cc(C)cc(OCCNC(=O)c2cncc(Br)c2)c1
    105.8, -4.0, -3.0, 4.4, 7.0, 81.5, 94.4, -2.0, 31, -3.0, -3.0
O=C(Nc1cccnc1)Nc1ccccc1Cl
    95.5, -10.0, 0.0, -6.9, -7.0, 97.0, 103.1, 1.0, 40, -9.0, -10.0
CCOC(=O)/C(C#N)=C/c1ccc(N2CCN(C)CC2)cc1
    99.9, -8.0, -21.0, -16.3, -4.0, 100.9, 99.5, -10.0, 11, -1.0, -5.0
O=C(CNC(=O)c1ccc2c(c1)OCCO2)N/N=C/c1cccc(Br)c1
    98.3, -3.0, -1.0, 20.2, -1.0, 102.1, 101.7, -1.0, 13, -4.0, -1.0
O=C(CN(c1ccc(F)cc1)S(=O)(=O)c1ccc2c(c1)OCCO2)Nc1ccc2c(c1)OCO2
    99.4, -1.0, -2.0, -9.6, -2.0, 100.2, 99.3, 0.0, 18, 0.0, 0.0
Nc1nc(C2CC2)c(Sc2sc(N)nc2C2CC2)s1
    94.4, -4.0, -2.0, -54.5, -1.0, 90.1, 80.8, 1.0, 10, -4.0, 0.0
CSc1nnc(CNC(=O)C23CC4CC(CC(C4)C2)C3)n1Cc1ccccc1
    96.5, -6.0, -3.0, -8.6, -9.0, 100.2, 97.7, -6.0, 13, -10.0, -7.0
Cc1ccc2nc(-c3ccc(NC(=O)Cc4cccs4)cc3)[nH]c2c1
    99.5, 0.0, 3.0, -14.2, -1.0, 97.0, 97.2, -5.0, 8, 2.0, 0.0
O=c1c2ccccc2ncn1-c1ccc(Cl)c(Cl)c1
    101.0, 1.0, 1.0, -1.5, -2.0, 100.3, 98.2, 0.0, 20, -1.0, 1.0
CC1(C)CC(=O)C2=C(C1)Nc1[nH]n(-c3ccccc3)c(=O)c1C2c1ccc2c(c1)OCO2 (configuration not stated)
    100.2, 0.0, 0.0, -23.0, 0.0, 102.1, 101.0, 6.0, 23, 1.0, -8.0
O=C(OCCCc1ccncc1)c1ccc(S(=O)(=O)N2CCOCC2)cc1
    92.7, -8.0, 0.0, -0.1, -4.0, 94.7, 94.9, -1.0, 17, -7.0, -9.0
